HePTP inhibitor – human HePTP phosphatase inhibition; inhibition, % at 20 µM; P35236; AID 521; 110,000 tested, 0.64% active; recombinant HePTP phosphatase activity, OD absorbance; in the data active = inhibition above about 50%;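 note: plate controls were vehicle for no effect and reference inhibitor for full effect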
Target sequence (P35236 whole entry, looked up): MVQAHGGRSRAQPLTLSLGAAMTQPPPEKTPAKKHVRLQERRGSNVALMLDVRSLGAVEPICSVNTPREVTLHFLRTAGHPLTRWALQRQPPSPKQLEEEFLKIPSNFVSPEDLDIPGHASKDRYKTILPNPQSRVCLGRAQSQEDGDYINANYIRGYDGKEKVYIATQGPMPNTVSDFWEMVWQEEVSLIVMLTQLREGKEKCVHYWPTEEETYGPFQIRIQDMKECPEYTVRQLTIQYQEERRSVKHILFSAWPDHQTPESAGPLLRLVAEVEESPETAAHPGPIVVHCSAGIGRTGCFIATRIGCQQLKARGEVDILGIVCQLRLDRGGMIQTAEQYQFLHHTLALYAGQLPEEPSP
BAP1 inh – human BAP1 deubiquitinase inhibition. recombinant BAP1, Ub-AMC hydrolysis fluorescence kinetic; active compounds read low. activity remaining (% of control), % at 20 µM. 72,000 tested, 0.48% active. AID 436;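 active = activity remaining at or below 50% of control, provided the compound also passes the data quality filters; inactive = the rest, including low values that fail the filters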;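 note: 100% = DMSO wells rate and 0% = substrate alone blank rate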
Target sequence (Q92560 whole entry, looked up): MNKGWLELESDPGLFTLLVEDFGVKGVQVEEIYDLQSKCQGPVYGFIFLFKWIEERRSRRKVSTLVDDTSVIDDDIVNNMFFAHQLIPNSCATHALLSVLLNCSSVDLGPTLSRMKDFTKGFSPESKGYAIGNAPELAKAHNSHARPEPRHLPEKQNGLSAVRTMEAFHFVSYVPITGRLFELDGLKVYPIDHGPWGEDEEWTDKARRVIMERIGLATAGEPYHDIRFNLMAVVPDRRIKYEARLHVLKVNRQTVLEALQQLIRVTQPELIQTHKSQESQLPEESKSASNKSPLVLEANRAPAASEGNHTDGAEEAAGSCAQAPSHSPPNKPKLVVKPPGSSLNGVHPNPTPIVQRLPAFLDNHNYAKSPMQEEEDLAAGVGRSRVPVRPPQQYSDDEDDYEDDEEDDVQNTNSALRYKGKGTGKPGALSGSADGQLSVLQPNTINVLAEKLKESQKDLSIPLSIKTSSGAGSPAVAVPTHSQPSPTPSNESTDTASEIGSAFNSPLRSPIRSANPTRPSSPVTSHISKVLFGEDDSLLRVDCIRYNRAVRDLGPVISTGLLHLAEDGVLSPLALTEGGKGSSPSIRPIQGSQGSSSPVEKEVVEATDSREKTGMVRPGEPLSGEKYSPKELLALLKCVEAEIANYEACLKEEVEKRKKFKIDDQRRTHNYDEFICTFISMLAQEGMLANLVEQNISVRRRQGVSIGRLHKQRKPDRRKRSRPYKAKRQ
* marks the source's active call; other numbers are inactive results; . = no result given; & = joins results of further samples.

Below each compound: HePTP inhibitor | BAP1 inh
> O=c1cc(-c2ccccc2)c2ccc(O)cc2o1
→ . | 100
> Cc1ccc(-c2ccc(OC(=O)c3ccco3)cc2)cc1
→ -7 | .
> COc1ccc(N(CC(=O)N2CCc3ccccc32)S(=O)(=O)c2c(C)n[nH]c2C)cc1
→ -4 | 79
> COC(=O)/C(C#N)=C/c1c(OC)[nH]c2ccccc12
→ 3 | .
> Cc1ccc(NC(=O)CN(c2c(C)n(C)n(-c3ccccc3)c2=O)S(=O)(=O)c2ccccc2)cc1
→ 9 | .
> Cc1cccc(N(C)C(=O)CCS(=O)(=O)c2cccc3nonc23)c1
→ 4 | .
> CCOC(=O)C1=C(O)C(=O)N(c2ccc(S(N)(=O)=O)cc2)C1c1ccc(OC)cc1 (centres undefined)
→ -2 | 57
> Cc1ccc(NC(=O)CN(c2ccc(Br)cc2)S(C)(=O)=O)c(C)c1
→ 5 | .
> COc1ccc(Cc2nnc(Nc3ccc(C)cc3C)[nH]c2=O)cc1
→ -6 | .
> CN1CCN(C(=O)c2ccc(CN3CCOCC3)cc2)CC1
→ -8 | .
> Cn1c(=O)c2c(SCc3cccc(C(F)(F)F)c3)nc(-c3ccco3)nc2n(C)c1=O
→ 0 | .
> O=C(Nc1ccccn1)NC12CC3CC(CC(C3)C1)C2
→ 2 | 102
> Cc1ccc(OCCOCCOc2ccc(Br)cc2/C=C2/SC(=S)NC2=O)cc1
→ 14 | .
> N=c1n(-c2ccccc2)c(O)cc(=O)n1-c1ccccc1
→ 2 | .
> CCCCN(CCCC)S(=O)(=O)c1ccc(OC)c2ncccc12
→ -8 | 88
> O=C1CC(c2ccccc2)n2nc(NC(=O)c3ccccn3)nc2N1 (centres undefined)
→ 1 | 92
> Cc1cccc(C(=O)Nc2cccc(-c3nc4cc(C)ccc4o3)c2C)c1
→ . | 78
> CCOc1ccc(-n2c(Cc3cc(=O)[nH]c(=O)[nH]3)nnc2SCC)cc1
→ 12 | 101
> Cc1cc2ncn(S(=O)(=O)c3ccc(Cl)c([N+](=O)[O-])c3)c2cc1C
→ -13 | .
> O=C(/C=C/c1ccccc1)NC(=S)Nc1ccccc1O
→ 8 | .
> Nc1ccccc1NC(=O)c1ccccc1N
→ 4 | 85
> O=C(O)CSc1nnc(CNc2cccc(C(F)(F)F)c2)n1Cc1ccco1
→ -3 | 101
> Cc1c(NC(=O)C2(c3ccccc3)CCOCC2)c(=O)n(-c2ccccc2)n1C
→ 2 | 97
> CCOc1ccccc1Nc1ncccc1C(=O)N1CCCC1
→ 2 | 104
> O=C(CSc1nnc(-c2cccc(S(=O)(=O)N3CCCCC3)c2)o1)c1ccc[nH]1
→ -11 | 57
> c1ccc(-c2noc(-c3cccc4ccccc34)n2)nc1
→ 5 | 189
> O=C(COc1ccc([N+](=O)[O-])cc1)Nc1cc(-c2nc3ccccc3s2)ccc1Cl
→ 12 | .
> Cc1ccc(CN=Cc2ccc(OC3CSC3)cc2)cc1
→ -1 | .
> CCOc1cc(/C=N/N=C2/NC(=O)CS2)cc(I)c1O
→ -6 | .
> O=C(NC(Nc1cccc([N+](=O)[O-])c1)C(Cl)(Cl)Cl)c1cccc(I)c1 (centres undefined)
→ 4 | .
> COc1cccc(/C=N/NC(=O)c2cc(-c3ccc4ccccc4c3)n[nH]2)c1
→ 6 | .
> O=C(Cc1ccccc1)N1CCC(c2ccccc2)=N1
→ . | 119
> Cc1cc(C(=O)CSc2nnc(-c3ccccc3)n2-c2ccccc2)c(C)n1-c1ncn[nH]1
→ 8 | 114
> CSCCC(NC(=O)CCN1C(=O)c2ccccc2C1=O)C(=O)O (centres undefined)
→ 11 | 116
> O=C(CN(Cc1ccccc1)C(=O)CCC(=O)Nc1ccccn1)NCc1ccco1
→ 3 | 97
> COc1ccc(OC)c(NC(=O)c2cccc3c(Br)cccc23)c1
→ 8 | .
> Cc1ccc(CN2C(=O)CCC2C(=O)NCc2ccco2)cc1 (centres undefined)
→ 11 | 108
> OC(COCc1ccc(Cl)cc1)CSc1nc2ccccc2s1 (centres undefined)
→ -4 | .
> O=C(COC(=O)c1cc2ccccc2o1)c1ccccc1
→ 5&-5 | 88
> CCOC(=O)C(C)C(O)C(=O)OCC (centres undefined)
→ 5 | .
> CCOC(=O)c1c(NC(=O)CSc2nnc(Cc3csc(N)n3)n2C)sc(C)c1C
→ 0 | 86
> Cc1cccc(N2CCN(C(=O)C3CCCN(S(=O)(=O)c4c(C)noc4C)C3)CC2)c1C (centres undefined)
→ 6 | 91
> Cc1ccc(S(=O)(=O)N2CCN(C(=O)CCC(=O)N3CCc4ccccc43)CC2)cc1
→ 5 | .
> CCCn1c(C)cc(=O)c2cc(NC(=O)c3cnccn3)ccc21
→ 8 | 109
> Cc1cc(=O)[nH]c(SCc2cn3cccnc3n2)n1
→ . | 366
> C=C1C2(C(=O)NCc3ccco3)CCC(C2)C1(C)C (centres undefined)
→ 11 | 106
> CCCn1c(NC(=O)C2CCN(S(=O)(=O)c3cccs3)CC2)nc2ccccc21
→ 6 | 71
> CCNc1nc(NC(C)C)nc(OCCNS(=O)(=O)c2cc(C)ccc2C)n1
→ 0 | 98
> COc1ccc(NC(=O)NCc2cccnc2)cc1OC
→ 3 | 108
> CCOC(=O)c1c(NC(=O)/C=C/c2ccccc2)sc2c1CC(C)(C)OC2
→ 3 | .
> Cn1nnnc1Sc1ncnc2scc(-c3ccccc3)c12
→ -1 | .
> COc1ccccc1NC(=O)CSc1nnc(Cn2c(=O)sc3ccccc32)n1C
→ -7 | 92
> O=C(Cn1ccc2ccccc2c1=O)NCCC(=O)N1CCN(c2cccc(C(F)(F)F)c2)CC1
→ -3 | 113
> O=C(Nc1ccccc1C(=O)N1CCCCCC1)c1ccc(Cl)cc1
→ 15 | .
> Oc1cccc(Nc2ncnc3ccccc23)c1
→ 4 | 117
> Cc1cc(C)nc(-n2nc(C)cc2NC(=O)c2cc3ccccc3oc2=O)n1
→ 0 | 98
> COc1cccc(C(=O)NC2(C(F)(F)F)N=C3SCCN3C2=O)c1 (centres undefined)
→ 3 | 104
> CC1=NN(c2ccc([N+](=O)[O-])cc2)C(=O)/C1=C\N(C)C
→ -4 | .
> CCCCn1c(SCC(=O)OCC)nc2c1c(=O)[nH]c(=O)n2C
→ 6 | 100
> NS(=O)(=O)c1ccc(CNS(=O)(=O)c2ccc([N+](=O)[O-])cc2)cc1
→ 2 | .

New compounds follow.
Below each compound: HePTP inhibitor | BAP1 inh
> CCc1nnc(NS(=O)(=O)c2ccc(NC(=S)NC(=O)/C=C/c3ccc(C(C)C)cc3)cc2)s1
→ 9 | .
> O=C(CSc1nnc2c(Cl)cc(C(F)(F)F)cn12)Nc1ccc2c(c1)OCO2
→ -6 | .
> COc1cccc(NC(=O)c2oc3ccccc3c2NC(=O)c2ccc3c(c2)OCO3)c1
→ 3 | .
> CC(C)c1ccc(/C=C2\SC(=S)N(Cc3ccccc3)C2=O)cc1
→ -4 | .
> C=CCNC(=O)NC(=S)c1ccccc1
→ 4 | 124
> O=S1(=O)N=C(N2CCOCC2)c2ccccc21
→ 5 | 118
> CCC(C(=O)Nc1ccc(F)cc1F)c1ccccc1 (centres undefined)
→ 0 | .
> CCOC(=O)C1=C(C(C)=O)C(c2cccnc2)C(C#N)=C(N)O1 (centres undefined)
→ 0 | 112
> Cn1c(=O)c2[nH]c(CNCc3ccccc3Cl)nc2n(C)c1=O
→ . | 91
> O=C(O)/C=C\C(=O)N(c1ccccc1)c1ccc2ccccc2c1
→ 4 | .
> O=C(Nc1ncc([N+](=O)[O-])s1)c1ccc2c(c1)C(=O)N(CC1CCCO1)C2=O (centres undefined)
→ 3 | .
> COCCCNS(=O)(=O)c1ccc(OC)c(Cl)c1Cl
→ 10 | 87
> C=COCCNC(=O)Nc1ccc(Cl)c(Cl)c1
→ -7 | 104
> CCOC(=O)C(=CC1=C/C(=C/N(C)C)C(=O)O1)C(=O)OCC
→ 81* | .
> CCCOc1cccc(C(=O)N(Cc2ccco2)C2CCS(=O)(=O)C2)c1 (centres undefined)
→ -2 | 112
> COc1ccc(-n2sc3c(c2=S)-c2ccccc2NC3(C)C)cc1OC
→ 5 | .
> CCOC(=O)N1CCN(C(=O)CCN2C(=O)COc3ccc(C)cc32)CC1
→ 6 | 104
> NC(=O)c1ccsc1NC(=O)C1CCCN1S(=O)(=O)c1ccc(Cl)cc1 (centres undefined)
→ 6 | .
> O=S(=O)(Nc1ccc(Cl)cc1)c1ccc2c(c1)OCCO2
→ -7 | .
> O=C(Nc1cccc(C(F)(F)F)c1)Nc1ccc(Cl)c(Cl)c1
→ -15 | .

More structures follow.
Molecule	HePTP inhibitor	BAP1 inh
Cn1c(CN2CCCCC2)c(C#N)c2ccccc21	-6	92
COC(=O)C1=C(C)Nc2ncnn2C1c1ccccn1 (centres undefined)	7	128
COc1ccc(N(CC(=O)Nc2ccc(Br)cc2)S(C)(=O)=O)cc1	-1	.
COc1cccc(/C=C2\SC(=O)N(CCC(=O)Nc3c(C)n(C)n(-c4ccccc4)c3=O)C2=O)c1	5	.
Cc1ccc(NC(=O)c2cccc(C(=O)Nc3ccc(C)c(Cl)c3)c2)cc1Cl	.	61
CCOC(=O)c1c(NC(=O)CSc2nnc(C)s2)sc2c1CCN(C)C2	-8	155
CCCCC(=O)Nc1nn(CC(C)C)c2nc3ccccc3cc12	-7	.
CCCS(=O)(=O)c1c(S(=O)(=O)CCC)c2c(N)cccn2c1C(=O)OC	6	.
Cc1cc(OCC(=O)Nc2cccc(S(N)(=O)=O)c2)ccc1Cl	0	.
COc1ccc2cc(CN(Cc3cccnc3)S(=O)(=O)c3ccccc3)c(=O)[nH]c2c1	10	.
COC(=O)c1ccc(N/C=C\C(=O)c2ccc3c(c2)OCO3)cc1	6	.
O=C(Nc1ccccc1)NC1(C(=O)N2CCN(c3ncccn3)CC2)CCCCC1	6	98
CCCCOc1ccc(C(=O)NCCc2ccccc2)cc1	9	.
Cc1ccc2c(Cl)c(C(=O)Nc3ccccn3)sc2c1	-12	.
CN1CCC(=NNC(=O)c2cc3ccccc3cc2O)CC1	16	.
COC(=O)Nc1ccc(S(=O)(=O)N2CCCCCC2)cc1	10	114
Cc1ccc(OCc2nc(-c3cccnc3)no2)c(Br)c1	3	.
CC(=O)c1ccc(NC(=O)CSc2nc(C)cc(=O)[nH]2)cc1	0	.
COc1cccc(C2/C(=C(\O)c3ccc(Cl)cc3)C(=O)C(=O)N2CCCCCC(=O)O)c1 (centres undefined)	5	.
CCN(CC)S(=O)(=O)N1CCC(C(=O)NCCN2CCOCC2)CC1	7	106
O=C(CCC1CCCCC1)Nc1c2c(nn1-c1ccc(F)cc1)CS(=O)(=O)C2	-9	100
CC(C)(C)c1csc(N/N=C/c2ccc(C#N)cc2)n1	4	.
COc1ccc(OC)c(NC(=O)CSc2ccccc2)c1	-8	106
CC1=CC(=O)N(c2ccc([N+](=O)[O-])cc2)C1=O	-5	.
COc1ccc(C2C(C(N)=O)=C(C)Nc3nc(-c4ccccc4OC)nn32)cc1OC (centres undefined)	-9	85
CC(C)[C@@H]1N[C@]2(C(=O)Nc3ccccc32)[C@@H]2C(=O)N(c3cccc(C(F)(F)F)c3)C(=O)[C@@H]21	-6	99
COc1ccc(-c2nc(NC(=O)c3ccco3)sc2-c2ccc(OC)cc2)cc1	7	.
CC(C)=N/N=C1/NC(=O)C(CC(=O)Nc2cc(Cl)ccc2C)S1 (centres undefined)	7	.
CC(=O)COc1cc(C)cc2oc(=O)cc(-c3ccccc3)c12	-9	.
O=C(NCc1cccnc1)c1cnc2sccn2c1=O	2	65
CCOc1ccc(-n2cnnn2)cc1S(=O)(=O)NCc1ccccc1	4	80
COc1ccccc1-c1nnc(N)s1	0	.
O=C(COC(=O)c1ccc(C#Cc2ccccc2)cc1)c1ccc([N+](=O)[O-])cc1	7	.
Cc1cc(-n2[nH]c(C)c(C)c2=O)nc(-c2ccccc2O)n1	4	98
CCC(Oc1ccc2c(c1)C(=O)CC(C)(C)O2)C(=O)NCCN1CCCCCC1 (centres undefined)	-1	.
CCCN(CCC)CCNS(=O)(=O)c1ccc2c(c1)oc(=O)n2C	6	106
CCCc1nnc(NC(=O)C(C)N2C(=O)C3C4C=CC(C4)C3C2=O)s1 (centres undefined)	6	97
C#CCOC(=O)C(C=C=C)(C(F)(F)F)C(F)(F)F	-17	.
CC(C)(C)NC(=O)Cn1c(SCC(=O)N2CCCCCC2)nc2ccccc21	-5	90
CCOC(=O)c1ccc(NC(=O)NCCN2CCCCC2)cc1	6	.

By substructure: the entries above with a tert-butyl group.
Molecule	HePTP inhibitor	BAP1 inh
CC(C)(C)c1csc(N/N=C/c2ccc(C#N)cc2)n1	4	.
CC(C)(C)NC(=O)Cn1c(SCC(=O)N2CCCCCC2)nc2ccccc21	-5	90

Following part:
Molecule	HePTP inhibitor	BAP1 inh
Nn1c(SCC(=O)NC2CCCCC2)nnc1-c1ccc(Cl)cc1	11	102
CCOc1ccccc1NC(=O)c1cc(Cl)ccc1NC(=O)c1ccco1	9	73
COc1ccc(/C=N/NC(=O)CCNc2n[nH]c(=O)[nH]c2=O)cc1	-3	.
Cc1ccc(CCNC(=O)c2coc3nc4ccccc4nc23)cc1	2	.
CN1CC2=Cc3ccccc3OC23Oc2ccccc2C=C3C1	0	162
CNC(=O)c1ccc(OCc2ccccc2)c(OC)c1	1	79
COc1ccc2c(c1)nc1n2CN(CC2CCCO2)CN1Cc1ccccc1 (centres undefined)	8	107
O=C(Oc1cccnc1)c1cccnc1	.	91
O=C(NC1CC2CCCC(C1)N2C(=O)N1CCCCC1)C1CCCCC1 (centres undefined)	2	116
Nc1cnn(C2OC(CO)C(O)C2O)c(=O)n1 (centres undefined)	.	193
CN1C(=O)C(=Cc2cc([N+](=O)[O-])cc(Br)c2O)C(=O)N(C)C1=O	2	.
CCOc1cc(C=O)ccc1OCc1ccccc1F	8	.

HePTP inhibitor, what is marked active above
Molecule	HePTP inhibitor	BAP1 inh
CCOC(=O)C(=CC1=C/C(=C/N(C)C)C(=O)O1)C(=O)OCC	81*	.

Some of these compounds in order of their number in BAP1 inh, smallest number first:
Molecule	HePTP inhibitor	BAP1 inh
CNC(=O)c1ccc(OCc2ccccc2)c(OC)c1	1	79
Nn1c(SCC(=O)NC2CCCCC2)nnc1-c1ccc(Cl)cc1	11	102
Nc1cnn(C2OC(CO)C(O)C2O)c(=O)n1 (centres undefined)	.	193
